# OXTR ag: agonists of human oxytocin receptor; activation, % at 3 µM; P30559; hit rate 0.32% among 320,000; CHO-OTR cells, Fluo-8 calcium fluorescence; normalized: DMSO 0%, oxytocin 100%; AID 2435;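 active = activation above the mean of all tested compounds plus 3 SD, cutoff set per screening run, cut at about 20% in these data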;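 note: peak over basal fluorescence ratio from a 100 s FLIPR kinetic read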
# GPR7 antagonist: antagonists of human GPR7 (neuropeptides B/W receptor 1). P48145. GPR7-expressing cells, fluorescence antagonist assay. inhibition, % at 4.4 µM. hit rate 1.1% among 290,000; in the data active = inhibition above about 16%, passing the limit was not always enough;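 note: cells stimulated with the agonist NPW; 0% = agonist with vehicle and 100% = vehicle without agonist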
# Target sequence (P48145 whole entry, looked up): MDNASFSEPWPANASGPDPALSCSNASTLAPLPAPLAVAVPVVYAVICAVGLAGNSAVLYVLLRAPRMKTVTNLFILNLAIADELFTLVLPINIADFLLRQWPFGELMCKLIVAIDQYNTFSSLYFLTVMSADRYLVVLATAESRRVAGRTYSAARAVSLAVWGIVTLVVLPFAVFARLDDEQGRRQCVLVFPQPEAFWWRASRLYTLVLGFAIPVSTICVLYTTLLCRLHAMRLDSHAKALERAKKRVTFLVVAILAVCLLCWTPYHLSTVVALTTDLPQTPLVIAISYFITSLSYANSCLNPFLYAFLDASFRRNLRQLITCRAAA
# MEKK2 WT-MEK5: raises or lowers MEK5 binding to wildtype human MEKK2 PB1 domain; bead flow cytometry, Alexa488-MEK5 binding to MEKK2 WT; actives lie on both sides; binding response (% of control), % at 10 µM; hit rate 1.1% among 290,000; AID 1531; in the data active = binding response below about 67% or above about 130%
# PHOSPHO1 inh: blocks human PHOSPHO1 phosphatase activity. recombinant PHOSPHO1, absorbance phosphatase assay. inhibition, % at 13.3 µM. hit rate 1.1% among 290,000. AID 1565; in the data active = inhibition above about 60%
# M18AAP inhibitor: PfM18AAP enzyme inhibition. inhibition, % at 7.35 µM. hit rate 1.2% among 290,000. recombinant PfM18AAP, H-Glu-NHMec fluorogenic cleavage;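 active = inhibition above the campaign mean inhibition over all tested compounds plus 3 SD, cut at about 28% in these data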;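 note: 0% = plate median of test compound wells and 100% = 2 mM ZnCl2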
# FID counter: displaces DNA intercalator in HCV helicase counter-screen; DNA fluorescent intercalator displacement, fluorescence; inhibition, % at 7.9 µM; hit rate 0.17% among 290,000; AID 1845; in the data active = inhibition above about 37%;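 note: 0% = vehicle and 100% = reference compound; higher means more ethidium bromide displaced from hairpin DNA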
# MEKK3 PB1 HTS: MEKK3-MEK5 PB1 interaction, increase or decrease. hit rate 1.4% among 290,000. bead-based flow cytometry, Alexa488-MEK5 binding to MEKK3; actives lie on both sides; 0 = blocked by unlabeled MEK5, 100 = vehicle. binding response (% of control), % at 10 µM. AID 1529;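 active = binding response more than 3 SD above or below the average of its plate-row segment, actives on both sides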;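 note: Alexa488 bead fluorescence after subtracting the streptavidin-only scavenger bead signal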
# Target sequence (Q99759 whole entry, looked up): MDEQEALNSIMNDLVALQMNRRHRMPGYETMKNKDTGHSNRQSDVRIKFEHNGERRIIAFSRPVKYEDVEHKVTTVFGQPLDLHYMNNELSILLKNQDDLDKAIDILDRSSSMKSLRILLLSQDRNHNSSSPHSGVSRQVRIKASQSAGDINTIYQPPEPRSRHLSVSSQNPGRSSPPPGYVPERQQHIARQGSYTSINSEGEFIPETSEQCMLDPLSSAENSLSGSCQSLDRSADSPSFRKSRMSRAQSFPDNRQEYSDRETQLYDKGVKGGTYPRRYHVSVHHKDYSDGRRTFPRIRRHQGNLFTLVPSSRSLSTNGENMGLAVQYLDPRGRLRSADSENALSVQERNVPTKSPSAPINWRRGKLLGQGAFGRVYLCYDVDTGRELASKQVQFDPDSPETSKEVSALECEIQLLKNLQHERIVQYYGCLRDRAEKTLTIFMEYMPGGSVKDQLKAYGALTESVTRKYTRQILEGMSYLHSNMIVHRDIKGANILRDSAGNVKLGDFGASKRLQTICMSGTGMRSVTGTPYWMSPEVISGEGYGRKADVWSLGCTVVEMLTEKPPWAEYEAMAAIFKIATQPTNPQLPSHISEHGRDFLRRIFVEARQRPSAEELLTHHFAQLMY
# NALP1 yeast inh: NALP1 inhibition; S. cerevisiae NALP1/ASC/caspase-1 growth, X-gal OD620, 72 h; inhibition, % at 10 µM; hit rate 0.61% among 280,000; AID 2071; in the data active = inhibition mostly above about 24%, no sharp cut-off; inactive = mostly below about 32%; note: some compounds called inactive have numbers as strong as hits
# MEKK2mut PB1 HTS: signal of MEK5 binding to mutant human MEKK2 PB1 domain | bead flow cytometry, Alexa488-MEK5 binding to MEKK2 mutant | percent response, % at 10 µM | hit rate 0.35% among 290,000; in the data active = percent response above about 24%, passing the limit was not always enough; note: inactives centre near 1; some results filed as inactive read as strong as hits; reference of the scale not given here
# The depositor's hits bear a star; / = no result given; [ ] = remark or other dose.
1: COc1cccc(C2CC(=O)N3CN(c4cccc(Cl)c4C)CSC3=C2C#N)c1OC (stereo unspecified)
2: Cc1ccc2nc3sc(C(=O)NCc4ccco4)c(N)c3cc2c1
3: O=C1Nc2ccccc2C12OCCCCO2
4: O=C(COC(=O)c1nc(Cl)ccc1Cl)NC(=O)c1ccccc1
5: CCCCn1c(-c2nn(C)c(C)c2Cl)n[nH]c1=S
6: O=C(c1csc2c1CCCC2)N1CCN(c2ccc(F)cc2)CC1
7: COC(=O)c1ccc2c(c1)NC1=C(C(=O)CC(C)(C)C1)C(c1ccncc1)N2 (stereo unspecified)
8: CCCN1C(=O)/C(=C2\SC(N3CCCCC3)=NC2=O)c2ccccc21
Assay by compound,1,2,3,4,5,6,7,8
OXTR ag,-0.8,-0.7,0.4,0.7,-0.8,5.0,-0.6,-1.6
GPR7 antagonist,-6,-13,-12,-5,-11,17,-3,-7
MEKK2 WT-MEK5,107,103,97,98,94,94,90,111
PHOSPHO1 inh,88*,-32,-2,3,8,-35,-1,11
M18AAP inhibitor,15,13,-2,-5,-3,-9,-5,0
FID counter,-30,1,2,-8,-14,-27,2,2
MEKK3 PB1 HTS,110,98,99,102,94,87,95,111
NALP1 yeast inh,5,2,7,14,5,-16,28,36
MEKK2mut PB1 HTS,8,5,-3,1,-2,2,-3,7

9: O=C(O)c1c(Cl)nc2ccccn12
10: Cc1cc(C(=O)N2CCCC(N3CCN(c4cccc(C(F)(F)F)c4)CC3)C2)no1 (stereo unspecified)
11: O=C(O)CC1=C(O)C(=O)N(c2ccccc2)C1c1ccc(Cl)cc1 (stereo unspecified)
12: Cc1cc(C(=O)COC(=O)C2=NN(c3ccccc3)C(=O)CC2)c(C)n1CC(F)(F)F
13: CC1C=CCC2C(=O)N(c3cccc(C(=O)NCc4ccccc4)c3)C(=O)C12 (stereo unspecified)
14: COc1ccc(C2CN=NC23CCCc2ccccc2C3=O)cc1 (stereo unspecified)
15: O=C(NCc1ccco1)C1CCCN1C(=O)Nc1cccc(Cl)c1 (stereo unspecified)
16: CC1(C)C(=O)OC(c2cccn2-c2cccc([N+](=O)[O-])c2)C2(CCCCC2)C1=O (stereo unspecified)
Assay by compound,9,10,11,12,13,14,15,16
OXTR ag,0.5,-2.7,0.9,-0.4,2.2,-1.1,0.1,-1.5
GPR7 antagonist,-5,-10,-5,-12,-8,10,-8,-9
MEKK2 WT-MEK5,94,98,102,96,105,92,98,101
PHOSPHO1 inh,8,53,17,36,16,-4,33,-1
M18AAP inhibitor,-8,0,5,-5,-1,-2,5,-2
FID counter,-3,-23,-28,-28,-30,-18,-3,-1
MEKK3 PB1 HTS,105,94,99,102,105,102,100,101
NALP1 yeast inh,-9,6,12,2,16,17,5,22
MEKK2mut PB1 HTS,4,0,6,-6,4,1,-1,8

# An excerpt from above in order of the GPR7 antagonist value, rising:
cpd | mol | GPR7 antagonist
2 | Cc1ccc2nc3sc(C(=O)NCc4ccco4)c(N)c3cc2c1 | -13
12 | Cc1cc(C(=O)COC(=O)C2=NN(c3ccccc3)C(=O)CC2)c(C)n1CC(F)(F)F | -12
5 | CCCCn1c(-c2nn(C)c(C)c2Cl)n[nH]c1=S | -11
10 | Cc1cc(C(=O)N2CCCC(N3CCN(c4cccc(C(F)(F)F)c4)CC3)C2)no1 (stereo unspecified) | -10
11 | O=C(O)CC1=C(O)C(=O)N(c2ccccc2)C1c1ccc(Cl)cc1 (stereo unspecified) | -5
14 | COc1ccc(C2CN=NC23CCCc2ccccc2C3=O)cc1 (stereo unspecified) | 10
6 | O=C(c1csc2c1CCCC2)N1CCN(c2ccc(F)cc2)CC1 | 17

# More results
17: CNS(=O)(=O)c1cc(NC(=O)c2cnc(SC)n2-c2ccccc2)ccc1C
18: Clc1cccc(CSc2nnc([C@@H]3CCCN3)o2)c1
19: COc1ccc(-c2nc(CSCC(=O)NC3CCCC3)c(C)o2)cc1OC
20: NC(=O)N/N=C/c1cn(-c2ccccc2)nc1-c1ccccc1
21: Cc1ccc(C(=O)N/C(=C\c2cn(S(=O)(=O)N(C)C)c3ccccc23)C(=O)N2CCCC2)cc1
22: CCOc1ccccc1C(=O)NC(C(=O)NCc1ccccc1OC)C(C)C (stereo unspecified)
23: O=S(=O)(c1cccc2cccnc12)N1CCCc2ccccc21
24: CCC(=O)N/N=C/c1ccc(OS(=O)(=O)c2ccccc2)cc1
Assay by compound,17,18,19,20,21,22,23,24
OXTR ag,0.8,-0.2,-0.8,-2.3,-0.1,-2.6,-0.3,0.3
GPR7 antagonist,-1,-4,7,-17,2,8,-13,11
MEKK2 WT-MEK5,102,106,100,87,101,73,101,102
PHOSPHO1 inh,23,6,55,49,36,2,24,-7
M18AAP inhibitor,2,-9,1,6,1,2,1,0
FID counter,-30,2,-33,-22,-53,-29,-20,-6
MEKK3 PB1 HTS,100,105,98,102,98,66,100,105
NALP1 yeast inh,19,-25,27,21,14,2,26,10
MEKK2mut PB1 HTS,-1,3,0,-13,-1,-31,-1,-1

25: O=C(COC(=O)CCc1nc2ccccc2s1)NCc1ccco1
26: Cc1nc(-c2ccccc2)sc1C1(C)CC(c2cccc([N+](=O)[O-])c2)=NO1 (stereo unspecified)
27: Cn1c(=O)cc(SCC(=O)N2CCN(c3ccccn3)CC2)c2ccccc21
28: COc1ccccc1NC(=S)N1CCN(Cc2ccc3c(c2)OCO3)CC1
29: CCC1SC2=NC(C)=C(C(=O)OCCOC)C(/C=C/c3ccccc3OC)N2C1=O (stereo unspecified)
30: COc1ccc(N=Cc2ccc[nH]2)cc1
31: Cc1ccc2c(C)ccc(O)c2n1
32: O=C(O)CCn1c(=O)c2ccccc2c2ccccc2c1=O
Assay by compound,25,26,27,28,29,30,31,32
OXTR ag,-2.7,-0.7,-1.5,0.4,-2.3,1.4,0.2,0.4
GPR7 antagonist,-11,/,-11,-6,16,1,-3,-8
MEKK2 WT-MEK5,105,109,101,103,116,101,103,95
PHOSPHO1 inh,44,0,14,-6,18,12,5,9
M18AAP inhibitor,-1,/,-2,-4,-9,3,-6,-3
FID counter,-1,/,-29,-5,-27,5,-6,6
MEKK3 PB1 HTS,106,104,102,108,124*,103,100,97
NALP1 yeast inh,9,1,-12,27,16,36*,-14,16
MEKK2mut PB1 HTS,1,3,1,-1,5,4,4,-1

# Two records drawn at random from the list so far, as already listed:
31: Cc1ccc2c(C)ccc(O)c2n1
25: O=C(COC(=O)CCc1nc2ccccc2s1)NCc1ccco1
Assay by compound,31,25
OXTR ag,0.2,-2.7
GPR7 antagonist,-3,-11
MEKK2 WT-MEK5,103,105
PHOSPHO1 inh,5,44
M18AAP inhibitor,-6,-1
FID counter,-6,-1
MEKK3 PB1 HTS,100,106
NALP1 yeast inh,-14,9
MEKK2mut PB1 HTS,4,1

# (list continues)
33: CNc1ccc(OC)cc1-n1cnc(-c2ccc([N+](=O)[O-])cc2)c1
34: Cc1cc(C)c(NC(=S)NC(CO)(CO)CO)c(C)c1
35: Nc1ccc(Sc2cc(Cl)nc(N)n2)cc1
36: Cc1ccc(OCC(=O)NCc2ccccn2)cc1
37: NC(=O)[C@@H]1CC2(CC(c3cccc(NC(=O)COc4ccc(Cl)cc4)c3)=NO2)CN1C(=O)COc1ccc(Cl)cc1 (stereo partly specified)
38: CCCCc1ccc(N2C(=O)[C@@H]3C(CC(N)=O)NC4(C(=O)Nc5ccc(F)cc54)[C@@H]3C2=O)cc1 (stereo partly specified)
39: CN1CCCC(C#CC(O)(c2ccccc2)c2ccccc2)C1 (stereo unspecified)
40: Cc1ccc(Cl)cc1N1CCN(S(=O)(=O)c2c(C)[nH]c(=O)[nH]c2=O)CC1
Assay by compound,33,34,35,36,37,38,39,40
OXTR ag,-1.7,0.7,-0.9,-0.3,1.5,-0.8,0.4,0.3
GPR7 antagonist,20,-5,-15,-10,/,-13,1,-16
MEKK2 WT-MEK5,103,100,99,105,91,109,100,99
PHOSPHO1 inh,9,18,18,-18,13,20,-10,34
M18AAP inhibitor,8,-5,-7,-2,/,-10,-1,3
FID counter,-19,-4,3,-2,/,-28,11,-25
MEKK3 PB1 HTS,103,96,101,106,97,105,96,101
NALP1 yeast inh,2,/,19,28,/,9,-8,1
MEKK2mut PB1 HTS,0,-2,-2,4,3,7,-5,1

41: O=C(NCCOc1ccccc1)c1n[nH]c(=O)c2ccccc12
42: CSc1nnc(Cn2c(=O)sc3ccccc32)n1-c1ccccc1
43: Cc1c(NC(=S)NC(=O)CSc2ccc(Cl)cc2)cccc1C(=O)O
44: CC(=O)N1CCc2cc(S(=O)(=O)CCC(=O)N3CCC(C)CC3)ccc21
45: O=C(O)c1ccccc1C(=O)Nc1n[nH]c(=S)s1
46: Cc1ccc(C(=O)C2C(c3ccc(-c4ccccc4[N+](=O)[O-])o3)NC(=O)NC2(O)C(F)(F)F)cc1 (stereo unspecified)
47: O=[N+]([O-])c1ccc(S(=O)(=O)N/N=C/c2ccco2)cc1
48: Cc1nc(C(=O)NNC(=O)c2cccc(Cl)c2)c(C(F)(F)F)o1
Assay by compound,41,42,43,44,45,46,47,48
OXTR ag,-0.9,-0.7,-0.4,-0.5,0.0,5.8,0.1,0.5
GPR7 antagonist,-16,10,-16,-3,-6,-4,-8,-12
MEKK2 WT-MEK5,104,93,105,95,98,107,101,89
PHOSPHO1 inh,-3,15,41,11,99*,/,2,21
M18AAP inhibitor,5,-3,3,-2,63*,-15,-2,-6
FID counter,2,-19,-23,-3,-3,-7,2,2
MEKK3 PB1 HTS,104,93,104,97,98,107,103,90
NALP1 yeast inh,0,38,6,25,-15,/,-9,12
MEKK2mut PB1 HTS,2,-4,8,-8,-2,6,1,-11

49: CC(=O)NS(=O)(=O)c1ccc(N=c2ssc3c2-c2cc(C)ccc2NC3(C)C)cc1
50: CCN1CCN(c2ccc(S(=O)(=O)N3CCCCC3)cc2NC(=O)COc2ccc(Cl)c(C)c2)CC1
51: O=C(NC1CCCCC1)C(c1ccccn1)N(C(=O)c1csnn1)C1CCCCC1 (stereo unspecified)
52: Cc1cc(=O)oc2c(C)c(OCC(=O)NCCc3ccc(S(N)(=O)=O)cc3)ccc12
53: CCOCCCn1cc(C(=O)c2cc(Br)ccc2O)cc(C#N)c1=O
54: Cc1ccc2c(c1)C(=NC1CCCCC1)c1cc3ccccc3nc1-2
55: CCN(CC)S(=O)(=O)c1ccc(C)c(NC(=O)COC(=O)[C@@H]2CCCN2C(=O)c2cccs2)c1
56: CCOc1cc(N2CCOCC2)c(OCC)cc1NC(=O)Cc1ccc(OC)c(OC)c1
Assay by compound,49,50,51,52,53,54,55,56
OXTR ag,1.1,-0.5,-1.4,-0.5,2.7,-2.3,-0.4,-0.2
GPR7 antagonist,-1,23*,1,9,3,-8,-22,0
MEKK2 WT-MEK5,97,136,92,102,104,101,96,/
PHOSPHO1 inh,-4,48,53,24,2,6,12,6
M18AAP inhibitor,5,-1,4,6,-3,-2,4,14
FID counter,-20,19,-29,-18,-16,4,-30,-29
MEKK3 PB1 HTS,129*,104,100,100,104,67*[inhibitor],106,/
NALP1 yeast inh,24,16,-1,-20,7,1,4,2
MEKK2mut PB1 HTS,0,10,-9,8,2,1,-4,/

57: COCCNC(=O)c1cn(C)c2ccc(S(=O)(=O)N(C)C3CCCCC3)cc2c1=O
58: NC(=O)c1ccc(NC(=O)COC(=O)C2CC(=O)N(Cc3ccccc3)C2)cc1 (stereo unspecified)
59: Cc1cccc(-n2c(C)cc(/C=N\NC(=O)c3cccs3)c2C)c1
60: COc1ccc(N(C(=O)c2snc(C(N)=O)c2N)C(C(=O)NCC2CCCO2)c2ccc(C)o2)cc1OC (stereo unspecified)
61: O=S(=O)(Nc1cccnc1)c1cccc(C(F)(F)F)c1
Assay by compound,57,58,59,60,61
OXTR ag,0.9,0.5,6.1,5.5,0.8
GPR7 antagonist,4,-20,0,-15,-12
MEKK2 WT-MEK5,94,97,65,95,101
PHOSPHO1 inh,5,32,4,32,-28
M18AAP inhibitor,2,1,-6,1,19
FID counter,-16,-12,-7,-34,0
MEKK3 PB1 HTS,93,100,85,99,105
NALP1 yeast inh,-28,-2,10,8,-4
MEKK2mut PB1 HTS,-2,-11,-6,-5,5
